Tb hexokinase: Trypanosoma brucei hexokinase 1 inhibitors, primary screen, biochemical, G6PDH-coupled NADH absorbance, MLSCN library. AID 1430, 2008. inhibition, % at 10 µM. recombinant TbHK1, G6PDH-coupled NADH A340. actives 0.11% (n = 220,000);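 active means inhibition of 50% or more in the single-dose primary screen; inactive means inhibition below 50%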
TRPN1 ag: zebrafish TRPN1 channel agonists, primary screen, cell-based, HEK293, calcium fluorescence; transient receptor potential cation channel N1 (TRPN1/NompC), Danio rerio; HEK293 zebrafish TRPN1-YFP, Fluo-8 calcium fluorescence; 100% = response to 87 µM carbachol; activation, % at 3 µM; actives 0.18% (n = 220,000);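 active means activation above its plate's cutoff, the mean activation of test wells on that plate plus 3 SD, cut at about 19% in these data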;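 further: 0% = DMSO alone and 100% = 87 µM carbachol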
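Assay system: Zebrafish TRPN1-YFP in HEK293 cells | Incubation: Dye loading 1 h at 37 °C, then 30 min room temperature | Measured by: Kinetic Fluo-8 fluorescence, ex 470-495, em 515-575 nm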
Cl transport mod: KCC2 cotransporter modulators, thallium flux, primary screen, cell-based, HEK293 KCC2, FluoZin-2 fluorescence, MLSMR. Solute carrier family 12 member 5 (Homo sapiens), Q9H2X9. KCC2 cells, thallium flux FluoZin-2 fluorescence. AID 1456, 2008. actives 2.2% (n = 190,000). B-score of Tl+ flux slope (higher = more flux/activation; lower = inhibition) at 10 µM;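 active means thallium flux slope and its plate-corrected score both differing from the plate sample mean at a set confidence after two filtering rounds, in either direction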;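 further: slope of fluorescence scaled to starting intensity during 10 to 20 s after thallium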
PPC-1+TRAIL kill: compounds killing PPC-1 cancer cells with TRAIL present, primary screen, TRAIL potentiator project, ATPLite luminescence, uHTS. PPC-1 cells + TRAIL, ATPLite viability luminescence. cell killing (% activity), % at 4 µM. actives 0.41% (n = 220,000). AID 1443, 2008;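 active means cell killing above 50% in the first pass at 4 µM, then a duplicate retest at 5 µM averaging 50% or more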;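 further: plate controls were cells with TRAIL plus DMSO for no effect and medium-only wells lacking cells for full effect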
m-calpain inh: inhibitors of pig calpain II, primary screen, biochemical, fluorogenic peptide substrate, 1536-well; purified calpain II, 30 min; inhibition, % at 16 µM; actives 0.37% (n = 220,000); AID 1236, 2008;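 active means inhibition above about 50%, limit read from the data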
EBV gp42 inh: Epstein-Barr virus gp42 inhibitors, primary screen, biochemical, uHTS, fluorescence polarization; Glycoprotein 42 (Epstein-Barr virus (strain AG876)), Q1HVG2; Fluorescence polarization binding assay, mP read-out; inhibition, % (tested at 21.74 µM); actives 0.42% (n = 220,000); in the data active means inhibition above about 50%
Target sequence (Q1HVG2 whole entry, looked up): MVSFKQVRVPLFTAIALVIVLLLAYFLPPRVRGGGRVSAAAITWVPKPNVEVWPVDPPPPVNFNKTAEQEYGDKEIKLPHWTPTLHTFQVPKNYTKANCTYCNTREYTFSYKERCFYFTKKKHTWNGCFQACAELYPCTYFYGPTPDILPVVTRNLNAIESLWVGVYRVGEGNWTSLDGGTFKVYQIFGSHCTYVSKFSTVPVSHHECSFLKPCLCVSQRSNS
TRPML3 agonist: human TRPML3 channel agonists, primary screen, cell-based, HEK293 TRPML3-YFP, Fluo-8 calcium fluorescence, 3 µM; actives 0.29% (n = 220,000); Mucolipin-3 (Homo sapiens), Q8TDD5; AID 1448, 2008; 100% = the carbachol control signal; activation, % at 3 µM;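 active means activation above its plate's cutoff, the mean activation of the plate's test wells plus 3 SD, cut at about 12% in these data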;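 further: 0% = DMSO only wells and 100% = carbachol wells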
Target sequence (Q8TDD5 whole entry, looked up): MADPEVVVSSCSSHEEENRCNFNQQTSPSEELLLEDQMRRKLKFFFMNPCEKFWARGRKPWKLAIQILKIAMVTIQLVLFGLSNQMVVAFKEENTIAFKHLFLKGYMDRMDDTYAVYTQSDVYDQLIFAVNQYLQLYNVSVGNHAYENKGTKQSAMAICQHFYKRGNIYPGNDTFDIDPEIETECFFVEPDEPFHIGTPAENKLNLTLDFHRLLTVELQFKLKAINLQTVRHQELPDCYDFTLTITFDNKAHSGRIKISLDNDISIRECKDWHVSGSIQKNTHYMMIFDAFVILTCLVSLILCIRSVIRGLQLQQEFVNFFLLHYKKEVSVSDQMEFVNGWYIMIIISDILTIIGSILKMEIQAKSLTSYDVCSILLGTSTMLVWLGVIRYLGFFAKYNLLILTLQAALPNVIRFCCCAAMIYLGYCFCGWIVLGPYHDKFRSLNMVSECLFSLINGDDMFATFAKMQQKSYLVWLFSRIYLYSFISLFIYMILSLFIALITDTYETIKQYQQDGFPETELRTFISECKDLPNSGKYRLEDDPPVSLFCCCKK
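Test system: HEK293 cells stably carrying human TRPML3-YFP; Doses: single dose, 3 µM final nominal compound, 0.3% DMSO final; Schedule: dye loading 1 h 37 °C then 30 min ambient, 125 s read; Technique: Fluo-8 calcium fluorescence; Benchmarks: high control carbachol 87 µM, low control DMSO.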
Furin inh: human furin inhibitors, primary screen, biochemical, fluorescence intensity. purified furin, fluorogenic substrate cleavage. inhibition, % at 30 µM. actives 0.061% (n = 220,000); in the data active means inhibition above about 25%; further: inactives centre near -15
Thrombin inh: human alpha-thrombin inhibitors, primary screen, counter-screen for coagulation protease inhibitor project, biochemical, 1536-well, fluorogenic AMC substrate; Prothrombin (Homo sapiens), P00734; Boc-VPR-AMC fluorogenic substrate cleavage; inhibition, % at 5 µM; actives 0.26% (n = 220,000);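 active means inhibition at or above 40%; inactive means inhibition below 40%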;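 further: 0% = enzyme with no compound and 100% = wells without enzyme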
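System: human alpha-thrombin protein; Compound dosing: one concentration per compound, 5 µM, with 0.2% DMSO; Timing: reaction at room temperature; Technique: AMC fluorescence, 355/460 nm; Controls: enzyme without compound as high, wells lacking enzyme as low.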
Active calls of the source: *; x = not tested or not shown; [ ] = dose if it differs, or a comment.

SMILES	Tb hexokinase	TRPN1 ag	Cl transport mod	PPC-1+TRAIL kill	m-calpain inh	EBV gp42 inh	TRPML3 agonist	Furin inh	Thrombin inh
Cc1ccc(-c2nnn(CC(=O)N(CCO)C(C(=O)NC3CCCC3)c3ccc(F)cc3)n2)o1 (stereo not drawn)	-6	-0.1	0.24	8	-14	-14	-0.1	-30	1
COc1ccc(-c2cnn(C3CCS(=O)(=O)C3)c2N)cc1 (stereo not drawn)	1	-0.7	0.2	-8	-29	-5	0.6	-27[20 µM]	-8
Cc1cc(C)n2nc(SCc3nnc(SCc4ccccc4C)s3)nc2n1	-7	2.2	-0.97	17	0	-14	-0.2	-16[20 µM]	5
CCOC(=O)c1oc2ccccc2c1CSc1nnnn1-c1ccc(OC)cc1	5	-0.9	0.89	-16	-18	-3	1.1	-21[20 µM]	2
COc1ccc(C(=O)NNC2CC(=O)N(Cc3ccc(Cl)cc3)C2=O)cc1OC (stereo not drawn)	-9	0.0	0.54	17	-5	5	0.7	-12	-7
CC(NC(=O)c1ccc(Br)s1)c1ccncc1 (stereo not drawn)	5	-0.6	-0.33	-9	-11	-5	1.5	-21	0
CN(/N=C/c1cc(Cl)cc(Cl)c1O)C(=S)NC(C)(C)C	-24	0.4	x	10	-43	-15	-0.7	10	-6
CC12CCC(C(=O)Nc3nccs3)(OC1=O)C2(C)C (stereo not drawn)	2	0.8	0.082	26	-22	9	1.5	-24[20 µM]	0
CCCCc1nnc(NC(=O)CSc2nc(O)c(-c3ccccc3)c(=O)[nH]2)s1	1	1.0	0.74	21	1	-3	1.2	-18	-7
CC[N+]1(CC)CC2CCC(C)(C1)C2(C)C (stereo not drawn)	-3	-1.0	0.45	x	-13	-7	0.5	-19	-7
CSC1=N/C(=C\c2cccc(F)c2)C(=O)S1	-13	-0.6	-0.3	6	2	-12	0.8	-15[20 µM]	6
Cc1cc(C)cc(C(=O)N(CCc2ccccc2)C2=CC3CCC(C2)N3C)c1 (stereo not drawn)	-3	0.1	0.88	20	-22	-2	0.9	-18	1
S=C1COC(c2ccccc2)N1c1ccccc1 (stereo not drawn)	-5	-2.2	-0.61	21	-13	-5	-0.8	-23[20 µM]	-3
Cn1c2ccccc2c(=O)c2c(=O)n(C3CCCCC3)c(-c3ccco3)nc21	-14	2.6	-1.3	10	-13	-21	0.5	-6	-6
O=C(Nc1cnccn1)c1cccc(C(F)(F)F)c1	6	0.0	0.77	18	22	-16	0.8	-22[20 µM]	16
Cc1nc(NC(=O)c2ccccc2)sc1-c1csc(N)n1	-13	1.4	x	16	-10	1	1.5	6	1
CSC1=NCCN1C(=O)COc1ccc2ccccc2c1	-1	0.6	-0.74	13	-27	-18	0.6	-7	-6
CCNc1cc(N2CCN(S(=O)(=O)c3ccc4c(c3)CCCC4)CC2)ccc1[N+](=O)[O-]	-10	0.9	0.71	12	22	-3	0.8	0[20 µM]	1
CC1(C)C2CCC1(C)C(OC(=O)CC(=O)O)C2 (stereo not drawn)	2	0.4	0.61	11	5	-5	0.3	-16[20 µM]	-2
CCN(Cc1cc2ccccc2[nH]c1=O)C(=O)c1cccnc1	-15	0.7	x	23	-27	-27	-0.6	-16	3
COc1cc(OC)cc(C(=O)Nn2c(C)nc3ccccc3c2=O)c1	5	0.9	-1.1	12	4	-16	0.0	-17	-15
O=C(CCCn1c(=S)[nH]c2ccsc2c1=O)Nc1ccc2c(c1)OCO2	-11	-2.4	0.075	8	-55	-21	-0.8	-29	9
CC(=O)Nc1cccc(NC(=O)C2CCCN2C(=O)Nc2ccccc2C)c1 (stereo not drawn)	1	-0.1	0.67	1	-9	-18	1.1	-43	0
Cc1ccc(NC(=O)CSCCc2ccccn2)nc1	2	-1.2	x	20	11	5	0.3	-19[20 µM]	3
Cc1cccc(C)c1OCC(O)CN1CCC(CN2C(=O)c3cccc4cccc(c34)C2=O)CC1 (stereo not drawn)	-13	-0.5	2	31	-5	1	0.5	-17[20 µM]	-2
Cc1cc(C(=O)NC2CCCc3ccccc32)no1 (stereo not drawn)	-1	-2.6	-0.19	-25	-2	-3	0.2	-13	0
COc1cccc(NC(=O)CNS(=O)(=O)c2ccc(Cl)cc2)c1	2	1.6	-0.79	-20	18	1	-0.1	-10	-5
C/C(=N\NC(=O)c1ccccn1)c1ccc(C(=O)O)s1	-25	-0.2	0.94	13	24	-6	0.9	-7	-4
CCCn1c(=O)[nH]c(=O)c2c1nc(-c1cccs1)n2CCOC	-6	-0.8	-1.6	0	-186	-12	0.3	-18	-12
Cc1occc1C(=O)N1CCN(c2ncccn2)CC1	1	1.1	0.11	12	-18	-9	0.4	-21[20 µM]	6

4 entries drawn at random from those above:
SMILES	Tb hexokinase	TRPN1 ag	Cl transport mod	PPC-1+TRAIL kill	m-calpain inh	EBV gp42 inh	TRPML3 agonist	Furin inh	Thrombin inh
CC[N+]1(CC)CC2CCC(C)(C1)C2(C)C (stereo not drawn)	-3	-1.0	0.45	x	-13	-7	0.5	-19	-7
S=C1COC(c2ccccc2)N1c1ccccc1 (stereo not drawn)	-5	-2.2	-0.61	21	-13	-5	-0.8	-23[20 µM]	-3
CCOC(=O)c1oc2ccccc2c1CSc1nnnn1-c1ccc(OC)cc1	5	-0.9	0.89	-16	-18	-3	1.1	-21[20 µM]	2
Cc1occc1C(=O)N1CCN(c2ncccn2)CC1	1	1.1	0.11	12	-18	-9	0.4	-21[20 µM]	6

An excerpt of these results, with each value named:
> Cc1occc1C(=O)N1CCN(c2ncccn2)CC1
  Tb hexokinase = 1
  TRPN1 ag = 1.1
  Cl transport mod = 0.11
  PPC-1+TRAIL kill = 12
  m-calpain inh = -18
  EBV gp42 inh = -9
  TRPML3 agonist = 0.4
  Furin inh = -21[20 µM]
  Thrombin inh = 6
> CC1(C)C2CCC1(C)C(OC(=O)CC(=O)O)C2 (stereo not drawn)
  Tb hexokinase = 2
  TRPN1 ag = 0.4
  Cl transport mod = 0.61
  PPC-1+TRAIL kill = 11
  m-calpain inh = 5
  EBV gp42 inh = -5
  TRPML3 agonist = 0.3
  Furin inh = -16[20 µM]
  Thrombin inh = -2
> Cc1ccc(-c2nnn(CC(=O)N(CCO)C(C(=O)NC3CCCC3)c3ccc(F)cc3)n2)o1 (stereo not drawn)
  Tb hexokinase = -6
  TRPN1 ag = -0.1
  Cl transport mod = 0.24
  PPC-1+TRAIL kill = 8
  m-calpain inh = -14
  EBV gp42 inh = -14
  TRPML3 agonist = -0.1
  Furin inh = -30
  Thrombin inh = 1
> Cc1cc(C(=O)NC2CCCc3ccccc32)no1 (stereo not drawn)
  Tb hexokinase = -1
  TRPN1 ag = -2.6
  Cl transport mod = -0.19
  PPC-1+TRAIL kill = -25
  m-calpain inh = -2
  EBV gp42 inh = -3
  TRPML3 agonist = 0.2
  Furin inh = -13
  Thrombin inh = 0

Following part:
SMILES	Tb hexokinase	TRPN1 ag	Cl transport mod	PPC-1+TRAIL kill	m-calpain inh	EBV gp42 inh	TRPML3 agonist	Furin inh	Thrombin inh
COc1ccc(C)cc1NC(=O)CSc1nnc(-c2ccco2)n1Cc1ccco1	0	-3.2	x	7	-17	0	-1.7	-9	-3
N#C/C(=C/c1ccc(F)cc1)C(N)=S	-3	-0.2	0.18	16	13	-4	-0.2	-12	-1
COc1ccc(C(=O)c2c(C)oc3ccc(O)c(CN4CCOCC4)c23)cc1	-3	0.7	-0.55	16	21	-12	-0.5	-24	-7
O=C(O)c1ccc(N=NN2CCOCC2)cc1	12	1.3	-0.72	-11	18	3	0.2	-5	4
CSc1ccc(CN(C)CC(=O)Nc2ccc(C)cc2Br)cc1	-8	-1.8	-0.78	28	19	-7	0.4	0	-10
Cc1cc(C)c(OCC(=O)Nc2nnc(-c3ccco3)o2)c(C)c1	8	0.7	-0.83	0	12	-7	-0.3	-3	-2
Cn1cnnc1SCC(=O)N/N=C/c1ccc(OCC(N)=O)cc1	-13	-0.4	0.69	8	-23	-9	0.8	-24	-1
Cc1ccccc1NC(=O)c1c(C)[nH]c(=S)c(C#N)c1-c1ccc(Cl)cc1	-10	-0.6	1.6	6	-3	-24	0.6	-20	-5
CCCC1=C(C(=O)OCC)C(c2ccco2)C(C#N)=C(N)O1 (stereo not drawn)	-15	-0.5	-0.87	2	33	-5	0.3	-19	-3
CCCCn1c(-c2csc(CC)c2)n[nH]c1=S	-2	-1.6	14*	7	8	-5	-0.3	-13	-7
O=C(NC1CC1)c1cc(-c2ccco2)nc2ccccc12	-8	4.6	0.013	30	-324	84*	0.7	-46	1
CCOCCn1c(CN(Cc2ccccc2)Cc2ccccc2)nc2c1c(=O)[nH]c(=O)n2C	31	-1.9	1.1	20	-3	-7	-0.6	-12	-7
CSC1=NC(C)N2C(SC)=NC(C)N12 (stereo not drawn)	8	0.2	0.58	2	0	-9	0.4	-10	-8

From PubChem BioAssay
